NPR2 activator: GC-B (human) receptor activation; 370,000 tested, 0.11% active; activation, % at 10 µM; HEK293-GC-B cells, CNP EC30, cGMP TR-FRET; 0% at EC30 CNP, 100% saturating CNP; AID 1920062;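 active = activation at 10 µM reaching about 35% in either raw or pattern-adjusted values, limit read from the data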
TCR-CD3 inh: inhibitors of human TCR-CD3 interaction. TAMRA-labeled TCR probe fluorescence, biochemical. inhibition, % at 9.4 µM. 360,000 tested, 0.37% active. AID 651800; in the data active = inhibition above about 19%;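 note: recombinant mutant TCR 2C K166C tagged with TAMRA read by polarization; 0% = receptor in buffer alone and 100% = receptor with positive control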
TDP2 inh: blocks human TDP2 phosphodiesterase activity. 370,000 tested, 0.34% active. AID 720702. O95551. inhibition, % at 12.8 µM. recombinant TDP2, T5PNP hydrolysis, p-nitrophenol absorbance 415 nm;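 active = inhibition above the mean of all tested compounds plus 3 SD, set per campaign, cut at about 25% in these data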;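 note: 0% = DMSO with enzyme and 100% = buffer with substrate but no TDP2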
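Evaluation: % inhibition relative to enzyme-containing and enzyme-free wells. Material: recombinant human TDP2. Benchmarks: enzyme-free and DMSO wells. Timing: enzyme reaction with compound for 2 h at 37 °C. Compound dosing: 12.8 µM only. Measured by: p-Nitrophenol epi absorbance. Reagent: T5PNP substrate at 5 mM, a TopII-DNA adduct mimic. Replication: single well per compound.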
MBD2 inh: MBD2-methylated oligo binding inhibition; Q9UBB5; TR-FRET, MBD2 binding to methylated oligonucleotide; inhibition, % at 4.4 µM; 370,000 tested, 0.31% active; AID 686964; in the data active = inhibition above about 13%
rCAG RNA binder: molecules binding r(CAG) RNA repeats | r(CAG) RNA repeat, TO-PRO-1 dye displacement fluorescence | inhibition, % at 3 µM | 370,000 tested, 1.3% active;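 active = inhibition above the plate cutoff, the mean of all test compounds on that plate plus 3 SD, cut at about 35% in these data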;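 note: 0% = DMSO alone and 100% = 100 µM mitoxantrone as full dye displacement; higher means more dye released from RNA so lower well fluorescence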
PRMT1 FP inh: blocks human protein arginine methyltransferase 1; recombinant PRMT1, activity-based probe fluorescence polarization; inhibition, % at 2.79 µM; AID 652257; 370,000 tested, 1.3% active; Q99873;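 active = inhibition above about 21% made by adding two undisclosed values, limit read from the data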
Target sequence (Q99873 whole entry, looked up): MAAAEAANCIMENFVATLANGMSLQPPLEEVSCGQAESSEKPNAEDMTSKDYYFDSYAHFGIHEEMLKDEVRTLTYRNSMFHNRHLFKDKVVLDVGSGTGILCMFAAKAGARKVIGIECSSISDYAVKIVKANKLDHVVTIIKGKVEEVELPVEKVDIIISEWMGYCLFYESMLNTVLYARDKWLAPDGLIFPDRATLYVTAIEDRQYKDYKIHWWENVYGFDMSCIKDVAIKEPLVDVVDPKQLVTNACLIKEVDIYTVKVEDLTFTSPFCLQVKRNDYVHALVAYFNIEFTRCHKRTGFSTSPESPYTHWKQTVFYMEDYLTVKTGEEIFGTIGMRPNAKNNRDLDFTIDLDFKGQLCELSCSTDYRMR
HTRA1 inhibitor: inhibitors of human serine peptidase HTRA1; Q92743; recombinant HTRA1, FP-rhodamine activity-based probe, fluorescence polarization; inhibition, % at 5.96 µM; 340,000 tested, 0.5% active; in the data active = inhibition above about 36%;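 note: 0% = enzyme with DMSO and 100% = wells lacking enzyme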
LEDGF integ inh: blocks HIV-1 LEDGF/p75-dependent DNA integration; inhibition, % at 3.7 µM; 370,000 tested, 0.64% active; TR-FRET IN-LEDGF/p75 DNA integration, Eu/Cy5;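 active = inhibition above the screen-wide mean plus 3 SD, cut at about 13% in these data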;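 note: signal is the Cy5 over europium emission ratio at 671 and 618 nm; 0% = plate median of compound wells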
SIAE primary: inhibitors of human sialic acid acetylesterase SIAE | Q9HAT2 | inhibition, % at 9.66 µM | SIAE FP-Rh probe binding, fluorescence polarization | 370,000 tested, 0.69% active | AID 1053197;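 active = inhibition above a cutoff: mean of compounds within the control limits plus 3 SD of those, cut at about 17% in these data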;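 note: 0% = plate median of compound wells and 100% = probe without SIAE protein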
Target sequence (Q9HAT2 whole entry, looked up): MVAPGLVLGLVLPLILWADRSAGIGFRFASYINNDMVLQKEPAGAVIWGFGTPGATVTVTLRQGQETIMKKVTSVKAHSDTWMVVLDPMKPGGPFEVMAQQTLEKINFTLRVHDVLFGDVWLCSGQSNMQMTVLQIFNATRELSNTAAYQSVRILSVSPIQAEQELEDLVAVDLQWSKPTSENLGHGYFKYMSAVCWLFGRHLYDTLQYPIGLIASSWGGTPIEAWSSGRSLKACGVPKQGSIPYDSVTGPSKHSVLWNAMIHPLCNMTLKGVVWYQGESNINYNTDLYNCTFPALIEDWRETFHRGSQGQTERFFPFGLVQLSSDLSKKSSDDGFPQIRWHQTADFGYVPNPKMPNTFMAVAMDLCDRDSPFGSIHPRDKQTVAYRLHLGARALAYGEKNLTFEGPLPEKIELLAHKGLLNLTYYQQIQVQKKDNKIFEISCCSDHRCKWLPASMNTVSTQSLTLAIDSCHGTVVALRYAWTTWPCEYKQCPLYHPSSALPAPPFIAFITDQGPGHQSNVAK
ABHD4 inh: inhibitors of mouse ABHD4. Q8VD66. purified mABHD4, FP-Rh probe fluorescence polarization. inhibition, % at 8.92 µM. 370,000 tested, 0.54% active. AID 720543;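 active = inhibition exceeding the mean over every tested compound plus 3 SD, cut at about 30% in these data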;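 note: 0% = plate median of compound wells and 100% = S159A mutant with DMSO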
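Assay system: mouse ABHD4 enzyme, wild type / Also added: fluorescent activity-based probe FP-Rh / Doses: single nominal dose of 8.92 µM, 0.89% DMSO final / Timing: 45 min compound pre-incubation plus 60 min probe step, 25 °C / Signal: FP readout, ex 525 nm / em 598 nm / Control set: S159A mutant/DMSO as 100%, compound-well median as 0%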
* hit, by the source's call; x = not tested or not shown; & = joins results of further samples. Only part of the results is shown, so the mix of outcomes need not match the whole.

Start of the data: the first 12 records, to show the layout:
SMILES	NPR2 activator	TCR-CD3 inh	TDP2 inh	MBD2 inh	rCAG RNA binder	PRMT1 FP inh	HTRA1 inhibitor	LEDGF integ inh	SIAE primary	ABHD4 inh
CC(NC(=O)C1(C)CC1(Br)Br)C(C)(C)C (stereo not given)	6	7	5	0	0	1	-4	1	-3	1
COc1cccc(C(O)c2nc(-c3cccc(C(F)(F)F)c3)cs2)c1 (stereo not given)	-2	-4	0	-4	1	-2	x	2	-16	-34
Cc1ccc(S(=O)(=O)N(C)c2ccc(C(=O)N3CCCCC3)cc2)cc1	5	5	-4	-5	-9	1	1	3	3	-1
Cc1ccc([N+](=O)[O-])cc1NC(=O)C(C)NS(=O)(=O)c1ccc(F)cc1 (stereo not given)	4	1	-2	-4	0	2	1	4	-2	0
CCN=C1SC(CC(=O)NCc2ccccc2)C(=O)N1CC (stereo not given)	2	7	-4	5	0	78*	3	0	2	-5
Cc1csc2c(N3CCN(C(=O)Nc4ccc(Cl)c(Cl)c4)CC3)ncnc12	2	-4	-12	-3	5	5	-79	0	-44	-9
COc1ccccc1NC(=O)CS(=O)(=O)c1cccc2nsnc12	4	-7	-6	3	4	1	-3	1	2	5
O=c1cc(CN2CCN(c3cccc(Cl)c3)CC2)c2cc3c(cc2o1)CCCC3	-1	7	6	-4	3	0	3	-1	3	3
Cc1cccc(NC(=S)NC(=O)c2cccs2)n1	1	-2	2	5	-1	-1	-5	-5	-5	-1
Cc1cccnc1NC(=O)c1ccc2c(c1)OCO2	0	1	9	0	-1	4	0	-2	-2	2
Cc1cccc(/N=C/c2c(C)[nH]n(-c3ccccc3)c2=O)n1	-2	6	18	-3	1	-2	8	-2	2	1
CN(Cc1cnc2nc(N)nc(N)c2n1)c1ccc(C(=O)N[C@@H](CCC(=O)O)C(=O)O)cc1	5&2	-1&0	5&7	-5&-4	2&1	5&4	7&3	0&3	-2&-3	3&0

The list itself, from the start:
SMILES	NPR2 activator	TCR-CD3 inh	TDP2 inh	MBD2 inh	rCAG RNA binder	PRMT1 FP inh	HTRA1 inhibitor	LEDGF integ inh	SIAE primary	ABHD4 inh
CC(NC(=O)C1(C)CC1(Br)Br)C(C)(C)C (stereo not given)	6	7	5	0	0	1	-4	1	-3	1
COc1cccc(C(O)c2nc(-c3cccc(C(F)(F)F)c3)cs2)c1 (stereo not given)	-2	-4	0	-4	1	-2	x	2	-16	-34
Cc1ccc(S(=O)(=O)N(C)c2ccc(C(=O)N3CCCCC3)cc2)cc1	5	5	-4	-5	-9	1	1	3	3	-1
Cc1ccc([N+](=O)[O-])cc1NC(=O)C(C)NS(=O)(=O)c1ccc(F)cc1 (stereo not given)	4	1	-2	-4	0	2	1	4	-2	0
CCN=C1SC(CC(=O)NCc2ccccc2)C(=O)N1CC (stereo not given)	2	7	-4	5	0	78*	3	0	2	-5
Cc1csc2c(N3CCN(C(=O)Nc4ccc(Cl)c(Cl)c4)CC3)ncnc12	2	-4	-12	-3	5	5	-79	0	-44	-9
COc1ccccc1NC(=O)CS(=O)(=O)c1cccc2nsnc12	4	-7	-6	3	4	1	-3	1	2	5
O=c1cc(CN2CCN(c3cccc(Cl)c3)CC2)c2cc3c(cc2o1)CCCC3	-1	7	6	-4	3	0	3	-1	3	3
Cc1cccc(NC(=S)NC(=O)c2cccs2)n1	1	-2	2	5	-1	-1	-5	-5	-5	-1
Cc1cccnc1NC(=O)c1ccc2c(c1)OCO2	0	1	9	0	-1	4	0	-2	-2	2
Cc1cccc(/N=C/c2c(C)[nH]n(-c3ccccc3)c2=O)n1	-2	6	18	-3	1	-2	8	-2	2	1
CN(Cc1cnc2nc(N)nc(N)c2n1)c1ccc(C(=O)N[C@@H](CCC(=O)O)C(=O)O)cc1	5&2	-1&0	5&7	-5&-4	2&1	5&4	7&3	0&3	-2&-3	3&0
NC(=O)Cc1ncc(C(F)(F)F)cc1Cl	1	4	4	1	0	0	6	0	-3	4
CC(C)(C)C(=O)Nc1ccc(S(=O)(=O)Nc2ccccn2)cc1	-3	-4	3	-1	0	2	-2	0	1	2
Cc1ccc(CNC(=O)CCS(=O)(=O)c2cccc3nonc23)cc1	5	4	-8	-10	-1	1	1	-4	-4	1
CCN(CCCNC(=O)CCNC(=O)Cn1cnc2ccccc2c1=O)c1ccccc1	-9	1	-1	-3	0	1	-3	-4	0	2
COc1ccc(/C=N\NC(=O)c2ccccc2)cc1COc1ccc(F)cc1	-1	-1	2	-3	-3	-3	-18	1	-6	-5
Cc1ccc(C2C(C(=O)c3cccs3)=C(O)C(=O)N2c2cccc(C)n2)cc1 (stereo not given)	3	-5	10	-2	9	2	3	1	-3	16
COc1cccc2[nH]c3c(Cl)ncnc3c12	0	9	-1	-3	-1	0	-5	10	7	0
CC(=O)c1c(C)[nH]c(C(=O)Nc2nc(-c3ccc(-c4ccccc4)cc3)cs2)c1C	-3	3	9	0	6	-1	-20	8	-89	-4
CC(C)(C)NC(=O)Cn1nnc(-c2ccc(Cl)cc2)n1	4	-4	11	3	-3	-3	-1	-1	-1	-10
Cc1cccc(NC(=O)c2cc3c(C)nn(-c4ccccc4)c3s2)c1	-6	x	-9	-9	11	-5	x	-1	-161	-104
COc1ccc(-c2cc(C(=O)OCC(=O)Nc3cc(C)on3)c3ccccc3n2)cc1OC	0	-7	4	2	2	0	0	-1	4	1
O=C(NNC(=O)C1CC=CCC1)c1ccccc1Cl (stereo not given)	-2	5	-7	-1	-2	-3	-13	3	-2	-3
CCCc1nnc(NC(=O)c2nc(S(=O)(=O)Cc3cccc(C)c3)ncc2Cl)s1	9	9	1	-1	35*	9	-2	3	-2	-8
CCc1nnc(NC(=O)CSc2nc(SC)ns2)s1	-2	-1	-4	-4	3	-1	9	-2	2	-3
CCn1c(SCC(=O)NC2CCCC2)nnc1C(C)NC(=O)c1ccccc1Br (stereo not given)	-1	10	23	-4	0	-4	2	2	-3	-1
COc1ccc2sc3ccccc3c(=O)c2c1OC	-7	-2	6	-2	3	0	-1	0	-5	1
CCCOP(=O)(OCCC)c1nc(-c2ccccc2)oc1NCc1ccccc1	-9	-2	-6	-3	-6	0	-72	5	-8	1
CCN(CC)c1ccc(C2=NNC(=O)CC2C)cc1[N+](=O)[O-] (stereo not given)	7	0	6	-12	-4	-1	4	4	5	3
CCOC(=O)c1nn(-c2ccc(Cl)cc2)c2nc(CC)c(C#N)c(=O)n12	0	1	16	3	-2	1	-3	4	-4	1
COC(=O)[C@H](C(C)C)N1Cc2nnn(Cc3ccc(C)cc3)c2-c2ccccc2S1(=O)=O	4	x	4	1	2	4	x	-2	-1	2
CC(C)C[C@H]1COc2cccc(N3CCC[C@H]3CO)c2S(=O)(=O)N1	3	5	0	-5	0	-5	x	-1	4	4
Cn1c(=O)n(CCO)c(=O)c2c1nc(Br)n2Cc1ccccc1	4	-4	12	2	-2	-7	2	-4	0	2
O=C(c1nc2ccccc2[nH]1)c1ccccc1[N+](=O)[O-]	0	-2	3	-2	0	3	0	-2	-14	6
CSc1ccc(/C=C/C(=O)c2ccc(NC(=O)C(C)C)cc2)cc1	-1	12	-8	-1	13	1	-73	-3	-33	-44
Cc1ccc(C(=O)NNC2CC(=O)N(c3ccc4c(c3)OCCO4)C2=O)cc1 (stereo not given)	-1	-5	2	4	8	4	-9	-2	2	8
Cc1cccc(-n2c(-c3ccncc3)n[nH]c2=S)c1	-5	-2	-14	6	5	6	4	4	-3	1
O=C(COC(=O)c1cccc(F)c1)Nc1ccc(Cl)cn1	3	-6	-6	-5	1	-3	3	10	3	-5
CC(NC(=O)c1ccco1)c1ccc(-n2ccnc2)cc1 (stereo not given)	-1	-8	-22	0	-2	2	6	-4	-3	-6
CCCCn1c(N)c(-c2nc3ccccc3o2)c2c([N+](=O)[O-])nn(C)c(=O)c21	-4	-2	2	-3	2	0	0	-1	1	-2
COc1ccc(S(=O)(=O)Nc2cccc(S(=O)(=O)N3CCCC3)c2)cc1OC	4	-3	2	0	3	2	-9	-5	1	1
CCOC(=O)C1=C(N)OC2=C(C(=O)CC(C)C2)C1c1cccnc1 (stereo not given)	2	2	13	5	-1	0	0	0	-8	0
COCCCN1C(=O)C(CC(=O)NCCCN(C)C)CC(C(=O)N(C(C)C)C(C)C)=C1C (stereo not given)	1	9	1	1	-1	-1	x	-1	-4	1
OCC(O)C1OC(c2ccco2)OC(CO)C1O (stereo not given)	-6	-2	0	-1	0	6	3	-1	-2	-2
CCOCCCNC(=O)c1ccc(CS(=O)(=O)c2cccc(C(F)(F)F)c2)o1	-1	5	-13	-3	-7	-4	0	1	11	-6
CC(=O)NC12CC3CC(C1)CC(C(=O)OCC(=O)Nc1c(F)cccc1F)(C3)C2	3	3	9	-7	2	2	2	1	6	-1
CCCn1c(=O)c(C(=O)OCC)c(O)c2cc(Br)ccc21	2	-3	0	4	6	2	7	-4	-4	6
Cn1cccc1/C=C1\SC(=S)N(NC(=O)c2ccccc2)C1=O	-4	-2	-7	-7	-6	-22	5	-5	-4	4
Cc1c(C(=O)Nc2ccncc2)oc2ccccc12	9	-4	-14	-3	-1	-3	-5	2	-1	-11
Next compounds:
SMILES	NPR2 activator	TCR-CD3 inh	TDP2 inh	MBD2 inh	rCAG RNA binder	PRMT1 FP inh	HTRA1 inhibitor	LEDGF integ inh	SIAE primary	ABHD4 inh
N#CCSc1nnc(Cc2cccc3ccccc23)n1C1CCCCC1	-10	4	3	-3	0	-4	-6	-2	-2	5
CC1CCCC(C)N1C(=O)COC(=O)c1cncc(Br)c1 (stereo not given)	0	-8	5	-4	0	2	7	-4	7	5
O=C(Cn1nnc(-c2ccccc2)n1)NNC(=O)c1ccccc1	1	-9	-4	3	-2	-1	3	-2	0	2
CC(C)CC(C(=O)O)C(C)CC(=O)Nc1ccn(-c2ccccc2)n1 (stereo not given)	2	-1	-3	-1	6	2	6	-3	-3	0
COc1ccc(NC(=O)C2(C)CCN2Cc2ccc(OC)c3ccccc23)cc1OC (stereo not given)	-3	-2	0	0	2	-6	x	4	1	-9
CCOC(=O)N1CCN(c2cc(N3CCN(CC)CC3)c(F)cc2[N+](=O)[O-])CC1C (stereo not given)	0	4	-2	-10	-10	-1	2	1	2	1
CCc1cc2c(-c3ccccc3)cc(=O)oc2c(CN2CCOCC2)c1O	2	8	8	1	-6	1	0	-1	12	-1
